Assay outcomes from PubChem.
Autophagy mod: alters autophagy in cells; MEF GFP-LC3 puncta imaging; test concentration mostly 10 µM; calls only at 10 µM (by protocol); hit rate 0.98% among 190,000; AID 463193;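 active = percentage of spot-positive cells more than 3 SD above its plate mean, without a fluorescence outlier flag or 80% toxicity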;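 also: spot-positive cell cutoff set from DMSO-treated cells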
M1AAP inhibition: malaria alanyl aminopeptidase activity blockers – biochemical, fluorogenic H-Leu-NHMec substrate, 1536-well (AID 1445) | recombinant M1AAP, H-Leu-NHMec fluorogenic kinetic assay; higher % means a stronger effect | inhibition, % at 30 µM; hits with a dose series show IC50 in µM | hit rate 0.42% among 220,000;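 active = primary inhibition above the hit cutoff, then over 50% inhibition at one or more dose response concentrations, cut at about 23% in these data, passing the limit was not always enough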;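 also: plate controls were DMSO full reaction for no effect and no enzyme background for full effect; strong numbers were not always called active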
Ins promoter up: MIN6 insulin promoter up-regulation; MIN6 insulin promoter-GFP reporter, high-content imaging; active compounds read high; z-score at 5 µM; hit rate 0.3% among 190,000; AID 1625;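 active = z-score above 3 at 5 µM with at least 500 cells counted in the well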
Hep lipid drop: hepatic lipid droplet formation modulation; inhibition, % at 6.5 µM; AML12 mouse hepatocytes, oleate lipid droplets, BODIPY imaging; hit rate 0.4% among 240,000;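 active = lipid droplet intensity inhibited by at least 50%, with more than 500 cells counted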
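material = mouse AML12 hepatocyte cell line, fixed after treatment | also added = 100 µM oleic acid challenge | doses = compound at 6.5 µM only | schedule = overnight exposure | technique = Image-based BODIPY and DAPI two-channel analysis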
MT stabilize HCS: microtubule stabilization, imaging screen; HeLa tubulin immunostaining HCS, 24 h; share of cells brighter than vehicle mean+2SD; % tubulin-high responders, % at 10 µM; hit rate 0.83% among 200,000;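 active = plate Z-score above 3 for both tubulin-high and condensed-nucleus cell shares, with cell loss under 80%, at 10 µM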;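 also: anti alpha tubulin signal scored within the nucleus-defined area of each cell; some results filed as inactive read as strong as hits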
CSM14.1 death rescue: rescue of cells from ER stress-induced death, primary screen, 384-well, CSM14.1, thapsigargin, ATP luminescence (AID 1222) | CSM14.1 thapsigargin-induced death rescue, ATP luminescence; higher % means a stronger effect | cellular ATP content (survival), % at 20 µM, or EC50 in µM where a hit was titrated | 190,000 tested, under 10 active;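 active = EC50 below 50 µM in the dose-response confirmation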;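 also: death triggered by thapsigargin at about 15 µM added after 2 h compound pretreatment; cell ATP read after overnight thapsigargin exposure of roughly 18 to 22 hours; normalized against plate controls of thapsigargin alone and 5% DMSO vehicle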
Yfh1-depleted yeast: enhancers of respiration in Yfh1-depleted yeast, dose response, Friedreich's ataxia, plus single-dose screen (AID 1465) | S. cerevisiae Yfh1-off respiration, WST-1 reduction, 72 h; higher fold induction means a stronger effect | one-dose fold induction at 50 µM; EC50 in µM for titrated hits | hit rate 0.074% among 220,000;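 active = fold induction of absorbance versus untreated yeast above a set limit, then at least 30% activation at any dose in follow-up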;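 also: activators that raise dye reduction in frataxin-depleted yeast; strong numbers were not always called active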
P. falciparum M17LAP: P. falciparum M17LAP inhibitors, primary screen, biochemical, fluorogenic H-Leu-NHMec substrate, 1536-well (AID 1619); recombinant M17LAP, H-Leu-NHMec fluorogenic kinetic assay; higher % means a stronger effect; inhibition, % at 30 µM; hits with a dose series show IC50 in µM; hit rate 0.38% among 220,000;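 active = compound inhibiting the enzyme by more than half at any dose during confirmatory dose-response retesting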;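 also: plate controls were full reaction with DMSO carrier for no effect and no enzyme background for full effect; strong numbers were not always called active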
Dynein transport: dynein cargo transport inhibition; z-score, hits read low; hit rate 0.47% among 220,000; 3617.4 mouse cells, GR-EGFP nuclear translocation imaging; test concentration mostly 20 µM; stimulated with dexamethasone, 1 µM; active compounds read low; AID 1381;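 active = plate z-score of nuclear minus cytoplasmic receptor signal below a set negative limit, without overly bright fluorescence or cell loss, cut at about -3.5 in these data, passing the limit was not always enough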;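 also: z-score of nuclear minus cytoplasmic ring GR-EGFP intensity difference per well; some compounds called inactive have numbers as strong as hits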
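Medium: Induction medium lacking tetracycline, stripped serum | Probe or stimulus: 1.0 µM final dexamethasone stimulus | Schedule: 48 h induction, then 1 h compound, then 30 min agonist, 37 °C | Signal: Automated 10x imaging of fixed Hoechst-stained cells | Evaluation: Per-cell GR-EGFP intensity, nucleus versus surrounding cytoplasmic ring, well-averaged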
Dynein transport cytoplasmic EGFP: second read-out of Dynein transport, no call of its own (marks repeat the call); z-score; measured here: cytoplasmic GR-EGFP intensity; active compounds read high
Dynein transport nuclear GR-EGFP: further read-out of Dynein transport, marked with its call; z-score; measured here: nuclear GR-EGFP intensity;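 lower value marks the stronger effect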
Dynein transport cell count: second read-out of Dynein transport, no call of its own (marks repeat the call); z-score; measured here: cell count per field
Ins promoter up cell count: recorded beside Ins promoter up, whose call it bears; cell count; measured here: cytotoxicity, nuclei count;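 total cells summed across four imaged fields per well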
Hep lipid drop cells 6.5 µM: recorded beside Hep lipid drop, whose call it bears; cell count; measured here: cell count, cytotoxicity flag;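 cells counted across two imaged fields per well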
MT stabilize HCS Hoechst-high %: also measured in MT stabilize HCS; calls as there; % Hoechst-high responders; measured here: nuclear condensation Hoechst responders;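 share of cells brighter than vehicle mean plus two SD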
MT stabilize HCS cytotoxicity %: further read-out of MT stabilize HCS, marked with its call; toxicity, %; measured here: cytotoxicity by cell density;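 0% = mean cell density of plate MIN control wells and 100% = no cells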
Autophagy mod cell loss 18 h: also measured in Autophagy mod; calls as there; toxicity, %; measured here: cell loss, nuclei count;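 cell loss after 18 h compound exposure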
* hit, by the source's call.

How did CCOc1cccc(C2C(C(=O)c3ccco3)=C(O)C(=O)N2Cc2ccncc2)c1 (centres undefined) do in these assays?
Autophagy mod: inactive; M1AAP inhibition: 5.3%; Ins promoter up: 0.49; Hep lipid drop: -17.5; MT stabilize HCS: 1.1; CSM14.1 death rescue: 3.7%; Yfh1-depleted yeast: inactive; P. falciparum M17LAP: -0.2%; Dynein transport: -1.39; Dynein transport cytoplasmic EGFP: -0.228; Dynein transport nuclear GR-EGFP: -0.53; Dynein transport cell count: -0.353; Ins promoter up cell count: 1729; Hep lipid drop cells 6.5 µM: 558; MT stabilize HCS Hoechst-high %: 1.7; MT stabilize HCS cytotoxicity %: 5.8; Autophagy mod cell loss 18 h: -8.1

Results for CCCNC(=O)c1c(N)n(-c2ccc3c(c2)OCO3)c2nc3ccccc3nc12 ?
Autophagy mod: inactive; M1AAP inhibition: 7.7%; Ins promoter up: -0.98; MT stabilize HCS: 4.6; CSM14.1 death rescue: 0.0%; Yfh1-depleted yeast: inactive; P. falciparum M17LAP: -2.9%; Dynein transport: -1.09; Dynein transport cytoplasmic EGFP: -0.143; Dynein transport nuclear GR-EGFP: -0.447; Dynein transport cell count: 0.991; Ins promoter up cell count: 1085; MT stabilize HCS Hoechst-high %: 3.5; MT stabilize HCS cytotoxicity %: 7.9; Autophagy mod cell loss 18 h: 11.0

Results for CCOc1ccccc1NC(=O)CSc1nnc2ccc(-c3cccnc3)nn12 ?
Autophagy mod: inactive; M1AAP inhibition: 5.5%; Ins promoter up: -0.37; Hep lipid drop: -11.4; MT stabilize HCS: 1.4; Yfh1-depleted yeast: inactive; P. falciparum M17LAP: 21.7%; Dynein transport: -0.372; Dynein transport cytoplasmic EGFP: -0.325; Dynein transport nuclear GR-EGFP: -0.472; Dynein transport cell count: 0.763; Ins promoter up cell count: 1330; Hep lipid drop cells 6.5 µM: 717; MT stabilize HCS Hoechst-high %: 2.4; MT stabilize HCS cytotoxicity %: 2.3; Autophagy mod cell loss 18 h: 26.8

How did CCOc1cc2c(cc1OCC)C(C(=O)O)C(c1cc(OC)c(OC)c(OC)c1)N(C)C2=O (centres undefined) do in these assays?
Autophagy mod: inactive; M1AAP inhibition: -4.7%; Ins promoter up: 1.01; MT stabilize HCS: 2.7; CSM14.1 death rescue: -1.5%; Yfh1-depleted yeast: inactive; P. falciparum M17LAP: 7.4%; Dynein transport: -0.807; Dynein transport cytoplasmic EGFP: -0.261; Dynein transport nuclear GR-EGFP: -0.347; Dynein transport cell count: 0.67; Ins promoter up cell count: 1386; MT stabilize HCS Hoechst-high %: 1.9; MT stabilize HCS cytotoxicity %: 6.6; Autophagy mod cell loss 18 h: 14.7

How did CCOc1ccc(N2C(=O)CC(SC(=NC)Nc3ccc(F)cc3)C2=O)cc1 (centres undefined) do in these assays?
Autophagy mod: inactive; M1AAP inhibition: -1.9%; Ins promoter up: 0.32; Hep lipid drop: -1.1; MT stabilize HCS: 1.5; CSM14.1 death rescue: 1.1%; Yfh1-depleted yeast: inactive; P. falciparum M17LAP: -3.5%; Dynein transport: -0.442; Dynein transport cytoplasmic EGFP: -0.227; Dynein transport nuclear GR-EGFP: -0.263; Dynein transport cell count: -0.595; Ins promoter up cell count: 1226; Hep lipid drop cells 6.5 µM: 739; MT stabilize HCS Hoechst-high %: 1.2; MT stabilize HCS cytotoxicity %: 1.4; Autophagy mod cell loss 18 h: -3.8

What do the screens show for `O=C(CSc1ccc(F)cc1)Nc1ccccc1Br`?
Autophagy mod: inactive; M1AAP inhibition: 7.1%; Ins promoter up: -0.57; Hep lipid drop: -6.3; MT stabilize HCS: 1.9; CSM14.1 death rescue: 0.7%; Yfh1-depleted yeast: inactive; P. falciparum M17LAP: -0.2%; Dynein transport: 0.32; Dynein transport cytoplasmic EGFP: -0.114; Dynein transport nuclear GR-EGFP: 0.159; Dynein transport cell count: -0.979; Ins promoter up cell count: 1375; Hep lipid drop cells 6.5 µM: 702; MT stabilize HCS Hoechst-high %: 1.9; MT stabilize HCS cytotoxicity %: 7.0; Autophagy mod cell loss 18 h: -7.9

How did COc1ccc(N=C(C)C2=C(O)c3ccccc3C2=O)cc1 do in these assays?
Autophagy mod: inactive; M1AAP inhibition: 8.5%; Ins promoter up: -0.09; Hep lipid drop: 12.5; MT stabilize HCS: 2.6; CSM14.1 death rescue: -3.5%; Yfh1-depleted yeast: inactive; P. falciparum M17LAP: 2.9%; Dynein transport: 0.775; Dynein transport cytoplasmic EGFP: -0.156; Dynein transport nuclear GR-EGFP: 0.812; Dynein transport cell count: -1.11; Ins promoter up cell count: 1519; Hep lipid drop cells 6.5 µM: 660; MT stabilize HCS Hoechst-high %: 2.2; MT stabilize HCS cytotoxicity %: 6.5; Autophagy mod cell loss 18 h: -2.6

How did Cc1ccc(O)c(C(=O)c2cnn(-c3ccccc3)c2)c1 do in these assays?
Autophagy mod: inactive; M1AAP inhibition: 0.3%; Ins promoter up: 0.01; Hep lipid drop: 3.2; MT stabilize HCS: 1.0; CSM14.1 death rescue: 2.5%; Yfh1-depleted yeast: inactive; P. falciparum M17LAP: 8.3%; Dynein transport: -0.234; Dynein transport cytoplasmic EGFP: -0.272; Dynein transport nuclear GR-EGFP: -0.034; Dynein transport cell count: 0.98; Ins promoter up cell count: 644; Hep lipid drop cells 6.5 µM: 811; MT stabilize HCS Hoechst-high %: 1.0; MT stabilize HCS cytotoxicity %: 6.0; Autophagy mod cell loss 18 h: 23.4

What do the screens show for `CCN1CCN(C(=O)c2ccc(N3CC4CC(C3)c3cccc(=O)n3C4)c([N+](=O)[O-])c2)CC1` (centres undefined)?
Autophagy mod: inactive; M1AAP inhibition: 9.3%; Ins promoter up: -0.85; Hep lipid drop: -2.6; MT stabilize HCS: 2.8; CSM14.1 death rescue: 0.1%; Yfh1-depleted yeast: inactive; P. falciparum M17LAP: 11.8%; Dynein transport: -0.578; Dynein transport cytoplasmic EGFP: -0.195; Dynein transport nuclear GR-EGFP: -0.542; Dynein transport cell count: 0.5; Ins promoter up cell count: 1265; Hep lipid drop cells 6.5 µM: 741; MT stabilize HCS Hoechst-high %: 2.8; MT stabilize HCS cytotoxicity %: 14.2; Autophagy mod cell loss 18 h: -5.4

Results for O=C(OCc1cncs1)c1ccccc1 ?
Autophagy mod: inactive; M1AAP inhibition: 3.4%; Ins promoter up: 0.52; Hep lipid drop: -9.7; MT stabilize HCS: 4.3; CSM14.1 death rescue: -0.1%; Yfh1-depleted yeast: inactive; P. falciparum M17LAP: -7.2%; Dynein transport: -0.0666; Dynein transport cytoplasmic EGFP: -0.276; Dynein transport nuclear GR-EGFP: 0.135; Dynein transport cell count: 0.085; Ins promoter up cell count: 1497; Hep lipid drop cells 6.5 µM: 711; MT stabilize HCS Hoechst-high %: 1.2; MT stabilize HCS cytotoxicity %: 8.7; Autophagy mod cell loss 18 h: 14.7

Results for CC(=O)Nc1ccc(CN2CCC(CO)(CCOc3ccccc3)CC2)cc1 ?
Autophagy mod: inactive; M1AAP inhibition: -0.5%; Ins promoter up: -0.05; Hep lipid drop: 2.5; MT stabilize HCS: 2.1; CSM14.1 death rescue: -0.7%; Yfh1-depleted yeast: inactive; P. falciparum M17LAP: -4.2%; Dynein transport: -1.04; Dynein transport cytoplasmic EGFP: -0.207; Dynein transport nuclear GR-EGFP: -0.388; Dynein transport cell count: 0.744; Ins promoter up cell count: 1501; Hep lipid drop cells 6.5 µM: 711; MT stabilize HCS Hoechst-high %: 2.3; MT stabilize HCS cytotoxicity %: 5.1; Autophagy mod cell loss 18 h: -0.8

How did Cc1ccc(S(=O)(=O)NCC(=O)N/N=C/c2ccccc2O)cc1 do in these assays?
Autophagy mod: inactive; M1AAP inhibition: -2.0%; Ins promoter up: -0.45; Hep lipid drop: 2.7; MT stabilize HCS: 2.3; CSM14.1 death rescue: 1.5%; Yfh1-depleted yeast: inactive; P. falciparum M17LAP: -23.4%; Dynein transport: -0.661; Dynein transport cytoplasmic EGFP: -0.373; Dynein transport nuclear GR-EGFP: -0.127; Dynein transport cell count: 0.374; Ins promoter up cell count: 1459; Hep lipid drop cells 6.5 µM: 702; MT stabilize HCS Hoechst-high %: 2.4; MT stabilize HCS cytotoxicity %: 5.8; Autophagy mod cell loss 18 h: 16.4

Results for Cc1ccc(-n2c([S-])c(C(=O)Nc3ccc(OC(F)F)cc3)[n+]3ccc(C(=O)NCCO)cc23)cc1C ?
Autophagy mod: inactive; M1AAP inhibition: 1.6%; Ins promoter up: -0.78; Hep lipid drop: 5.2; MT stabilize HCS: 3.3; CSM14.1 death rescue: -0.6%; Yfh1-depleted yeast: inactive; P. falciparum M17LAP: 0.9%; Dynein transport: -0.2; Dynein transport cytoplasmic EGFP: 3.79; Dynein transport nuclear GR-EGFP: 0.764; Dynein transport cell count: -0.366; Ins promoter up cell count: 1259; Hep lipid drop cells 6.5 µM: 658; MT stabilize HCS Hoechst-high %: 3.0; MT stabilize HCS cytotoxicity %: 4.5; Autophagy mod cell loss 18 h: 19.3

How did COc1ccc(NC(=O)N2CCCC2C(=O)Nc2ccccc2)cc1 (centres undefined) do in these assays?
Autophagy mod: inactive; M1AAP inhibition: 2.2%; Ins promoter up: -0.56; MT stabilize HCS: 3.8; CSM14.1 death rescue: 6.5%; Yfh1-depleted yeast: inactive; P. falciparum M17LAP: -8.4%; Dynein transport: 0.724; Dynein transport cytoplasmic EGFP: 0.0199; Dynein transport nuclear GR-EGFP: 0.185; Dynein transport cell count: -1.96; Ins promoter up cell count: 1538; MT stabilize HCS Hoechst-high %: 1.9; MT stabilize HCS cytotoxicity %: 3.6; Autophagy mod cell loss 18 h: -4.6
